Insulin prom inh: TRM-6 insulin promoter activity inhibition | TRM-6 cells (human fetal islet line), insulin promoter-eGFP reporter, imaging; reporter expression induced with tamoxifen | inhibition, % at 2 µM | hit rate 0.9% among 130,000;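 active = inhibition above the mean plus 3 SD, with well images judged a real hit on visual review, cut at about 60% in these data, passing the limit was not always enough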
SDO1 yeast rescue: restores growth of sdo1-depleted yeast; S. cerevisiae sdo1-depleted JHY4D growth rescue, OD600 30 h; hits give high values; pdr5 snq2 efflux-pump mutant strain; z-score at 10 µM; hit rate 0.21% among 140,000; AID 817;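 active = z-score above 3 at both the 24 hr and the 30 hr optical density reads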;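 note: z-score against mean and SD of all compound wells on the same plate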
SDO1 yeast rescue Rescue 24 h: second read-out of SDO1 yeast rescue, no call of its own (marks repeat the call); z-score; S. cerevisiae sdo1-depleted JHY4D growth rescue, OD600; measured here: growth rescue at 24 h;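 0 is the plate mean of compound wells and units are plate SD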
* marks the source's active call; other numbers are inactive results; i = inactive; · = no result given; [ ] = remark or other dose.

Insulin prom inh | mol | SDO1 yeast rescue | SDO1 yeast rescue Rescue 24 h
-50.0 | CCOc1ccc(-n2c(SCC(=O)Nc3ccc(CC)cc3)nc3n[nH]c(C)c3c2=N)cc1 | · | ·
16.7 | NC(=O)c1nn(-c2ccccc2)nc1NC(=O)Cn1nnc(-c2ccccc2)n1 | -1.1 | -0.57
-23.1 | O=C(O)CSc1ncccc1C(=O)O | 1.25 | 1.51
-244.0 | Cc1nc2ccc(S(=O)(=O)NCC(=O)N3CCc4ccccc4C3)cc2s1 | 0.18 | 0.61
36.0 | CCCCNC(=O)c1cc(-c2ccc(F)cc2)on1 | -0.92 | -1.04
· | COCCCNC(=O)c1c(N)n(/N=C/c2ccccn2)c2nc3ccccc3nc12 | -1.18 | 0.29
28.6 | CCC(C)NC(=O)c1cnc2n(c1=O)CCS2 (stereo not given) | 1.03 | 0.12
· | COc1cc(OC)cc(C(=O)N2CCCc3ccccc32)c1 | -0.53 | -1.41
-42.9 | COc1ccc(OCC(=O)Nc2ccc3nc(C)sc3c2)cc1 | · | ·
· | CCOC(=O)c1c(N)n(CCOC(=O)c2cccs2)c2nc3ccccc3nc12 | -0.45 | -0.34
0.0 | CN1CCN(C(=O)c2cc3nc(-c4ccccc4)cc(C(F)(F)F)n3n2)CC1 | -0.03 | -0.27
-19.4 | O=C(CSc1ccc(Cl)cc1)NCC1CCCO1 (stereo not given) | -0.24 | 0.13

3 entries from above in another layout.
mol | Insulin prom inh | SDO1 yeast rescue | SDO1 yeast rescue Rescue 24 h
CCC(C)NC(=O)c1cnc2n(c1=O)CCS2 (stereo not given) | 28.6 | 1.03 | 0.12
COc1cc(OC)cc(C(=O)N2CCCc3ccccc32)c1 | · | -0.53 | -1.41
COc1ccc(OCC(=O)Nc2ccc3nc(C)sc3c2)cc1 | -42.9 | · | ·

Additional compounds
Insulin prom inh | mol | SDO1 yeast rescue | SDO1 yeast rescue Rescue 24 h
50.0 | CCCC(=O)Nc1nc(-c2ccc(OC)cc2)cs1 | -0.09 | -0.29
-5.9 | CCOc1ccc(C(=O)N/N=C/c2cc(Cl)ccc2[N+](=O)[O-])cc1 | -1.14 | -0.69
-10.3 | O=C1CC(c2ccccc2)CC(O)=C1C=NC1CCCCC1 (stereo not given) | 0.82 | 0.9
· | NC(=O)c1ccc(C(F)(F)F)n(Cc2c(Cl)cccc2Cl)c1=O | -1.32 | 0.13
· | COCC(=O)NC(C)c1nc2ccccc2[nH]1 (stereo not given) | 2.12 | 2.95
-72.4 | CCOC(=O)c1ccccc1-c1csc(NS(=O)(=O)c2ccc(Cl)cc2)n1 | 0.93 | 0.89
-17.2 | COc1ccc(CCNC(=O)C(C)OC(=O)c2ccco2)cc1OC (stereo not given) | -0.65 | -0.6
-28.1 | CCn1c(SCC(=O)NCC2CCCO2)nnc1-c1ccccc1 (stereo not given) | 0.95 | 1.33
0.0 | CC(=O)c1ccc(NC(=O)Nc2ccccc2)cc1 | 1.68 | 2.54
12.5 | COc1cccc(-c2csc(N3CCN(CC(=O)NNC(=O)c4ccc(Br)cc4)CC3)n2)c1 | -0.97 | -0.2
5.9 | CN1/C(=C\C(=S)NC(=O)c2ccccc2Cl)C(C)(C)c2ccccc21 | -0.88 | 0.29
-31.4 | Cc1ccccc1CN1CCN(S(=O)(=O)c2ccc(F)cc2)CC1 | 1.02 | 0.97
· | Cc1ccc(S(=O)(=O)Nc2cc(C(=O)NCCN(C)C)ccc2N2CCCCC2)cc1 | -0.4 | 0.1
0.0 | COc1cc(C(=O)NCc2nnc(SCC(=O)Nc3ccc4c(c3)OCO4)o2)cc(OC)c1OC | · | ·
0.0 | Cc1ccc(-c2noc(CCC(=O)Nc3ccc(C)cn3)n2)cc1 | -0.03 | 0.55
-44.4 | COc1ccccc1/C=C/C1(C(=O)NC2CCCC2)CC(=O)N1c1ccc(C)cc1 (stereo not given) | -0.84 | -0.21
-180.9 | CCN(CC)c1ccc2c(Nc3ccccc3)c(C=O)c(=O)oc2c1 | · | ·
23.1 | Cc1nn(CCC(=O)NNC(=S)Nc2ccc(Cl)cc2)c(C)c1[N+](=O)[O-] | 0.43 | -0.52
66.7 | Cc1ccccc1C(=O)c1c[nH]c(C(=O)NCc2cccs2)c1 | 1.41 | 1
· | CC1Cc2ccccc2N1C(=O)c1cnc2n(c1=O)CCS2 (stereo not given) | -0.46 | -0.97
-3.9 | O=C(CCSc1nc2ccccc2o1)N1CCOCC1 | 1.18 | 1.55
· | O=C(c1ccccc1)c1ccc2nc(-c3ccc(NC(=O)c4ccccc4Br)cc3)[nH]c2c1 | -1.2[6 µM] | -0.45
· | Cn1ncc2c(Nc3ccc4ccccc4c3)ncnc21 | 1.55 | 3.59
· | CCOc1ccc(C(=O)NC(=S)Nc2ccc(NC(=O)c3ccco3)c(C)c2)cc1[N+](=O)[O-] | -0.72 | -0.15
30.8 | O=C(Cc1cccs1)NCc1ccc2c(c1)OCO2 | 0.66 | 0.45
8.3 | OC(CN1CCN(c2ccccc2)CC1)Cn1c2ccccc2c2ccccc21 (stereo not given) | -1.08 | -1.05
55.6 | O=C1CCCN1c1ccc(S(=O)(=O)N2CCN(c3ccccn3)CC2)cc1 | -1.2 | -1.62
0.0 | O=C(c1ccc2c3c(cccc13)CC2)C1CCCN(C(=O)c2cccnc2)C1 (stereo not given) | · | ·
35.1 | CCOP(=O)(OCC)c1nc(/C=C/c2ccccc2)oc1NCc1ccccc1 | -0.72 | -0.75
15.4 | CC(=O)c1c(C)[nH]c(C(=O)CSc2nc3ccc(C)cc3[nH]2)c1C | 0.15 | -0.36
10.0 | CC1CN(S(=O)(=O)c2ccc(C(=O)Nc3ccc(S(=O)(=O)Nc4nccs4)cc3)cc2)CC(C)O1 (stereo not given) | 1.18 | 1.4
25.6 | CCS(=O)(=O)c1ccc(C(=O)Nc2ccccc2OC)c(Cl)c1Cl | · | ·
· | O=C(CSc1ccc(Cl)cc1)Nc1cc(-c2nc3ncccc3o2)ccc1Cl | -1.73 | -1.38
16.1 | CCN(CCCNC(=O)CCc1nc(-c2ccc(OC)cc2)no1)c1cccc(C)c1 | -1.55 | -0.9
· | COc1cc(/C=N/O)ccc1OCc1ccc(C(=O)O)cc1 | 0.52 | -0.72
26.9 | CCOC(=O)C1=C(C)NC(=O)NC1c1ccc(OCC(=O)OC)c(OC)c1 (stereo not given) | -0.41 | -0.52
40.0 | CNC(=O)c1nn(-c2ccc(C)cc2)ccc1=O | 0.18 | -0.18
-93.8 | C/C(=N\NC(=O)NC1CCCCC1)C1CCCCC1 | 0.07 | -0.89
-16.1 | Cc1cc(C(=O)CNCc2ccco2)c(C)n1-c1ccc(F)cc1 | 0.17 | 0.1
0.0 | COc1ccc(S(=O)(=O)N(C)CC(=O)N2CCN(Cc3ccccc3)CC2)cc1C | -1.05 | -1.51
28.7 | COCc1nc2ccccc2n1Cc1ccc(Br)cc1 | -1.59 | -0.74
-12.0 | CCCCCCC/C(C)=N/NC(=O)CC(=O)NCCc1ccccc1 | 0.53 | 0.9
37.8 | COc1ccc(CN(C)CC(=O)c2c(N)n(Cc3ccccc3)c(=O)n(C)c2=O)c(OC)c1 | 1.77 | 1.81
· | COc1ccc(NC(=O)c2c(C(F)(F)F)nn(C)c2SCc2ccccc2)cc1 | -1.18 | -1.31
-68.8 | CCCOc1ccc(CC(=O)NCc2ccco2)cc1OC | 0.08 | 0.07
7.1 | NCCNc1ccc2nnnn2n1 | · | ·
7.1 | O=C(Nc1ccc(F)c(F)c1)c1ccco1 | · | ·
· | COc1ccc(N2CCN(S(=O)(=O)c3cccc4cccnc34)CC2)cc1 | -0.27 | -0.45
· | CC(C)C1C(C#N)=C(N)Oc2n[nH]c(-c3cccs3)c21 (stereo not given) | 1.87 | 1.34
62.5* | Cc1nc(CSc2nnc(C)s2)cs1 | 0.23 | -0.45
· | CC(=O)N1c2ccccc2C(=O)C1N1CCCCC1 (stereo not given) | 0.42 | -0.23
-31.0 | COc1ccc(CCNC(=O)CCC(=O)Nc2nnc(C(C)C)s2)cc1OC | 2.04 | 0.5
18.5 | S=C(NCC1CCCO1)NC12CC3CC(CC(C3)C1)C2 (stereo not given) | · | ·
0.0 | CNCCCc1[nH]nc(N)c1C#N | 0.88[27.5 µM] | 0.75
25.0 | CCOC(=O)C1=C(C)NC(C)=C(C(=O)OCC)C1C(=O)OCC(=O)N1CCCCC1CC (stereo not given) | 0.38 | 1.88
17.6 | O=C(CC(Nc1ccc(F)cc1)c1ccccc1)c1ccccc1 (stereo not given) | -0.84 | -0.61
-23.5 | COc1ccc(CCNC(=O)CSc2ccccn2)cc1 | · | ·
-40.0 | O=C(NCCC1=CCCCC1)c1cc(-c2ccncc2)nc2ccccc12 | · | ·
-4.8 | COc1cccc(N2C(=O)C3C(C2=O)C2C=CC3C23CC3)c1 (stereo not given) | 0.63 | 0.25
25.0 | CCCc1cc(=O)oc2c(C)c(OS(C)(=O)=O)ccc12 | · | ·

Other compounds follow:
Insulin prom inh | mol | SDO1 yeast rescue | SDO1 yeast rescue Rescue 24 h
· | Cc1ccc(CCNC(=O)C2CCN(S(=O)(=O)N3CCC4(CC3)OCCO4)CC2)cc1 | -1.06 | -1.25
2.8 | Cc1ccc(NC(=O)Cn2cccc2C2=NC(c3ccccc3)CO2)cc1C (stereo not given) | -0.17 | 0.48
66.7 | COCCNC(=O)c1snc2ccc(Cl)cc12 | -0.18 | -0.95
· | Cc1cc2oc(=O)cc(CN3CCC(C)CC3)c2cc1Cl | -0.93 | -0.84
· | Cc1cc(Cl)ccc1OCCCC(=O)N1CCN(C(=O)c2ccco2)CC1 | 0.53 | 0.65
· | CCOC(=O)CN1C(=O)CSc2ccccc21 | -0.47 | -0.45
-44.4 | O=C1C(Cc2c[nH]c3ccccc23)NC(=S)N1Cc1ccccc1 (stereo not given) | · | ·
-140.0 | COc1ccc(N2CCN(C(=O)CNC(=O)c3ccc(C(C)(C)C)cc3)CC2)cc1 | -0.86 | -1.1
18.4 | CCOc1ccc(CN(C)C(C)C(=O)Nc2ccc([N+](=O)[O-])cc2Cl)cc1OC (stereo not given) | -0.39 | 0.32
-14.3 | Cc1ccc(NS(=O)(=O)c2cc(C(=O)N3CCN(C)CC3)ccc2C)cc1 | 0.16 | 0.61
27.8 | CCOc1c(N2CCCCC2)c(=O)c1=O | -0.66 | -1.23
0.0 | Nc1nnc(SCC(=O)N2CCN(Cc3ccccc3)CC2)s1 | 0.77 | 0.84
· | Cc1ccc2c(CN3C(=O)NC(C)(c4ccc5c(c4)OCO5)C3=O)cc(=O)oc2c1 (stereo not given) | -0.37 | -0.41
-54.8 | Cc1ccc(-c2c(C#N)c(N)nc3c2CCCCC3)cc1 | 0.28 | 0.29
36.4 | O=C(CCN1C(=O)C2C3C=CC(C3)C2C1=O)NCCN1CCCc2ccccc21 (stereo not given) | 0.06 | -0.01
12.5 | C/C(=N\NC(=O)c1ccc(Cl)cc1)c1ccc(N2CCOCC2)cc1 | -0.2 | 0.01
-8.3 | CCOC(=O)N1CCN(C(=S)Nc2cc(OC)c(OC)cc2C(=O)OC)CC1 | 1.12 | 0.34
· | CC12CC(c3ccccc3O1)C(C(=O)NCc1ccccc1)C(=O)N2 (stereo not given) | 1.33 | 1.77
18.9 | Cc1ccccc1OCc1nnc(SCc2cc(=O)[nH]c3ccccc23)o1 | -0.23 | -0.24
35.7 | O=C(c1cnn2c(C(F)(F)F)cc(-c3ccc(Br)cc3)nc12)N1CCOCC1 | -0.79 | -0.72
9.4 | O=c1cc(Cl)[nH]c(=O)n1CCNc1ncc(C(F)(F)F)cc1Cl | 1.35 | 0.94
-10.7 | COc1cc(N/N=C/c2ccccc2O)ncn1 | 0.35 | 0.74
28.6 | CCCC(=O)Nc1ccc(C)c(O)c1 | 0.66 | 0.84
4.2 | CCN(CC)C(=O)CSCc1cnn(-c2ccccc2)c1-n1cccc1 | -0.81 | -0.72
· | O=C(C1CCN(S(=O)(=O)c2cccc3cccnc23)CC1)N1CCn2c1nc1ccccc12 | -0.04 | -0.24
11.6 | Cc1cc(-c2ccc(Cl)s2)n[nH]1 | 0.89 | 0.84
57.1 | CCCCCCn1c(CN2CCN(C)CC2)nc2c1c(=O)n(C)c(=O)n2C | 0.43 | 0.18
-95.2 | C=CCN(C)CC/C=C1\c2ccccc2CSc2ccccc21 | -0.08 | -0.01
-27.3 | CC1(C)CC(=O)C(C=Nc2ccccc2C(=O)O)=C(O)C1 | 0.6 | 0.46
28.6 | CCc1ccc(-c2cc(C(F)(F)F)n3nc(C(=O)Nc4c(C)nn(Cc5ccccc5Cl)c4C)cc3n2)s1 | 0.3 | -0.01
53.3 | COc1ccc(C2C(C(=O)NCc3ccco3)c3ccccc3C(=O)N2C)cc1 (stereo not given) | · | ·
-43.3 | CN(CCOCCOc1ccc2ccccc2c1)Cc1ccccc1 | -0.64 | -1.58
-3.3 | CCn1nc(C)c(/C=N/NC(=O)Cn2nccc2C)c1C | 0.83 | 0.34
13.0 | COc1cc(C)c(Cl)cc1S(=O)(=O)NCCN1CCOCC1 | 0.28 | 0.12
16.2 | Cc1nc2nc(SCC(=O)NCc3ccco3)nn2c(C)c1Cc1ccccc1 | -0.59 | -1.17
17.9 | O=C1CC(c2ccncc2)c2cc3c(cc2N1)OCO3 (stereo not given) | 1.43 | 1.27
i | Cn1nnnc1SCSc1nnnn1C | 0.2 | -0.73

A different layout for some results above:
structure | Insulin prom inh | SDO1 yeast rescue | SDO1 yeast rescue Rescue 24 h
CCCCCCn1c(CN2CCN(C)CC2)nc2c1c(=O)n(C)c(=O)n2C | 57.1 | 0.43 | 0.18
C=CCN(C)CC/C=C1\c2ccccc2CSc2ccccc21 | -95.2 | -0.08 | -0.01
CC1(C)CC(=O)C(C=Nc2ccccc2C(=O)O)=C(O)C1 | -27.3 | 0.6 | 0.46
CCc1ccc(-c2cc(C(F)(F)F)n3nc(C(=O)Nc4c(C)nn(Cc5ccccc5Cl)c4C)cc3n2)s1 | 28.6 | 0.3 | -0.01
COc1ccc(C2C(C(=O)NCc3ccco3)c3ccccc3C(=O)N2C)cc1 (stereo not given) | 53.3 | · | ·

Only part of the results is shown (hit frequency here may not be typical).
